# Screening results: PubChem, Sanford-Burnham Center for Chemical Genomics
# Gli-Sufu block: Gli-Sufu pathway antagonists, primary screen, luciferase luminescence, Sufu-KO-LIGHT cells, uHTS; Sufu-KO-LIGHT fibroblasts, Gli luciferase reporter luminescence; inhibition, % at 5 µM; hit rate 0.74% among 340,000; AID 588413, 2011;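 active means inhibition above about 55%, limit read from the data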;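 further: 0% = DMSO-treated cells and 100% = wells with medium but no cells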
# EBI2 block: EBI2 receptor antagonists, beta-arrestin recruitment, primary screen, cell-based, luminescence, 7a,25-OHC stimulation, uHTS. 7a,25-OHC stimulated. inhibition, % at 5 µM. hit rate 0.81% among 360,000. AID 651636, 2012; in the data active means inhibition above about 38%;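 further: enzyme fragment complementation signal reports receptor beta-arrestin coupling in cells; 0% = agonist plus DMSO wells and 100% = wells without agonist; some results beyond the cut were filed as inactive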
# Target sequence (P32249 whole entry, looked up, the tested form may be a part): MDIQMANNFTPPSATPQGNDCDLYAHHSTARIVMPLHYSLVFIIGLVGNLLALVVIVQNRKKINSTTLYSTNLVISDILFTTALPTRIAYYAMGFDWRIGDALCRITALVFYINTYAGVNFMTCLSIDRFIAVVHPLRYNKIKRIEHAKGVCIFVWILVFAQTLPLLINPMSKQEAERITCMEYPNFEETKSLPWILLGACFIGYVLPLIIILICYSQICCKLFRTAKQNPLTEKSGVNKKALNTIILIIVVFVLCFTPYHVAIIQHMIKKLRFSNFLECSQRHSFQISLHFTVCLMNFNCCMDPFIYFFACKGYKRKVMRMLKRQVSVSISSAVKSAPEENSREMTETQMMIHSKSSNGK
# UPR XBP1 act: activators of adaptive XBP1 UPR arm, primary screen, cell-based, CHO-XBP1 luciferase reporter, luminescence, uHTS | IRE1-XBP1 UPR activation; percent of tunicamycin response, DMSO as zero | activation, % at 20 µM | hit rate 0.33% among 330,000;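 active means versus positive control, 20 µM dose yields 30% or more activation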;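 further: 100% = tunicamycin at 10 µg/mL and 0% = DMSO only wells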
#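 Assay system: CHO-XBP1 luciferase reporter cells; Schedule: 6 h treatment, 37 °C; Detection: glow luminescence from Steady-Glo reagent; Benchmarks: high control tunicamycin 10 µg/mL final, low control DMSO vehicle only.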
# 697 NFkB inh: inhibitors of PMA/ionomycin-induced NF-kB reporter, 697 cells, primary screen, B-cell NF-kB inhibitor project, cell-based, luminescence, uHTS; AID 435022, 2010; 697 B-cell NF-kB luciferase reporter, 16 h; inhibition, % at 4 µM; hit rate 0.33% among 330,000; in the data active means inhibition above about 35%
# Mdm2-MdmX inh: inhibitors of human Mdm2-MdmX association, primary screen, cell-based, luminescence, split luciferase, SaOS-2, uHTS; AID 485346, 2010; inhibition, % at 8 µM; hit rate 3% among 330,000; Protein Mdm4 (Homo sapiens) + E3 ubiquitin-protein ligase Mdm2 (Homo sapiens), …; SaOS-2 split-luciferase Mdm2/MdmX complementation;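 active means inhibition of at least 50% at 8 µM in the primary screen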
# CHOP UPR activ: activators of apoptotic CHOP UPR arm, primary screen, cell-based, CHO-CHOP luciferase reporter, luminescence, uHTS; activation, % at 10 µM; AID 449763, 2010; hit rate 0.34% among 330,000; UPR activation; percent of tunicamycin response over DMSO baseline;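 active means at 10 µM dose, activation of 40% or more, normalized to positive control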;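 further: 100% = tunicamycin at 10 µg/mL and 0% = DMSO alone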
#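 Dosing – one dose, 10 µM in 0.5% DMSO · System – CHO-CHOP cells, stable luciferase reporter of PERK-eIF2a-CHOP signalling · Input – 500 cells/well · Control set – tunicamycin 10 µg/mL final as positive, DMSO-only wells as negative · Timing – 6 h compound treatment, 37 °C · Measure – % activation vs tunicamycin · Technique – luminescence read with Steady-Glo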
# CXCR6 block: CXCR6 receptor inhibitors, primary screen, cell-based, beta-arrestin, luminescence, CHO-K1 PathHunter, 1536-well; inhibition, % at 20 µM; AID 602244, 2012; C-X-C chemokine receptor type 6 (Homo sapiens), O00574; hit rate 0.36% among 360,000; in the data active means inhibition above about 34%, passing the limit was not always enough;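 further: antagonist mode with CXCL16 agonist at 10 nM final; 0% = 10 nM CXCL16 with DMSO and 100% = unstimulated wells without agonist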
# Target sequence (O00574 whole entry, looked up): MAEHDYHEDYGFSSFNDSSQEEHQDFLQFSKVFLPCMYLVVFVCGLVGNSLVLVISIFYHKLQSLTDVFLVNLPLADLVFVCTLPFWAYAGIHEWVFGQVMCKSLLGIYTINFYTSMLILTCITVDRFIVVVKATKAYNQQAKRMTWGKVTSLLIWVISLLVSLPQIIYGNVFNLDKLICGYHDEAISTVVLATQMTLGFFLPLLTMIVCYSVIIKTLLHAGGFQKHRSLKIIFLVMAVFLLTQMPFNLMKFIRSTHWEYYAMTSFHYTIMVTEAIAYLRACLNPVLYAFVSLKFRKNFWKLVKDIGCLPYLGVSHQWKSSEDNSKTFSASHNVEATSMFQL
# Jurkat NFkB inh: inhibitors of induced NF-kB luciferase reporter, primary screen, TCR NF-kB activation inhibitor project, cell-based, luminescence, uHTS | Jurkat, PMA/ionomycin-induced NF-kB luciferase reporter | hit rate 0.53% among 330,000 | inhibition, % at 4 µM | AID 435003, 2010; in the data active means inhibition above about 50%
# CCR6 antag: CCR6 receptor antagonists, primary screen, cell-based, CHO-K1, luminescence, beta-arrestin, uHTS. CHO-K1 CCR6 PathHunter beta-arrestin, CCL20-stimulated. AID 493098, 2011. inhibition, % at 20 µM. hit rate 0.49% among 340,000;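 active means compounds whose inhibition of the agonist-driven luminescence signal at 20 µM reaches about 50%, limit read from the data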;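 further: cells stimulated with CCL20 at 14 nM final; plate controls were DMSO with CCL20 for no effect and DMSO without agonist for full effect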
# Target sequence (P51684 whole entry, looked up): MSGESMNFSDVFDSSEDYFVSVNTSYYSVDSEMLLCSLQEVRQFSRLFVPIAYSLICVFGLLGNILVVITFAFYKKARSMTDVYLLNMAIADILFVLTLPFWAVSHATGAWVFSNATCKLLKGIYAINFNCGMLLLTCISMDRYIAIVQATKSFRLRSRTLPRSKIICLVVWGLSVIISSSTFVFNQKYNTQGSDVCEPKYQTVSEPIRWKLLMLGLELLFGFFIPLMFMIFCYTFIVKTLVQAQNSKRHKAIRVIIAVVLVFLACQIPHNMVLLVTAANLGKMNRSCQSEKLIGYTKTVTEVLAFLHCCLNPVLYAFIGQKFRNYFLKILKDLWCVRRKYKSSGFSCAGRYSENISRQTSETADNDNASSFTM
# An asterisk follows results filed as active; · = no result given.
# A first look (two entries):
structure	Gli-Sufu block	EBI2 block	UPR XBP1 act	697 NFkB inh	Mdm2-MdmX inh	CHOP UPR activ	CXCR6 block	Jurkat NFkB inh	CCR6 antag
CC(C)CCNC(=O)c1ccc(OC2CCN(S(=O)(=O)N(C)C)CC2)cc1	30	5	5	-13	0	-0.6	-3	-5	-2
COc1cc(C2C(C#N)=C(N)OC3=C2C(=O)CCC3)cc2c1OCO2 (configuration not stated)	5	-1	-5	-8	-22	-0.2	-3	-15	2

# The list itself, from the start:
structure	Gli-Sufu block	EBI2 block	UPR XBP1 act	697 NFkB inh	Mdm2-MdmX inh	CHOP UPR activ	CXCR6 block	Jurkat NFkB inh	CCR6 antag
CC(C)CCNC(=O)c1ccc(OC2CCN(S(=O)(=O)N(C)C)CC2)cc1	30	5	5	-13	0	-0.6	-3	-5	-2
COc1cc(C2C(C#N)=C(N)OC3=C2C(=O)CCC3)cc2c1OCO2 (configuration not stated)	5	-1	-5	-8	-22	-0.2	-3	-15	2
CCCCN(C(=O)c1ccc(COc2ccccc2)o1)c1c(N)n(CC(C)C)c(=O)[nH]c1=O	5	-3	-3	7	15	-0.8	8	4	12
O=C(COc1ccccc1[N+](=O)[O-])Nc1cc(C(=O)O)cc(C(=O)O)c1	6	7	-3	10	8	-0.6	0	15	-2
CC(NCc1cccs1)c1ccccc1 (configuration not stated)	2	0	-5	-4	-18	-2.1	2	8	-2
CC(C)CNC(=O)c1cc2nc3c(c(C(F)(F)F)n2n1)CCc1ccccc1-3	-9	13	-1	16	2	1.9	5	2	7
O=C(NCCc1ccc(Cl)cc1)c1nnc(Cc2ccc(Cl)cc2)o1	-6	23	-1	-4	16	-2.3	0	-21	-1
O=S(=O)(c1ccc2ncn(O)c2c1)N1CCOCC1	-20	3	1	7	-2	2.3	4	-1	-16
COc1ccc(CCC(=O)OCC(=O)N2CCN(S(=O)(=O)c3ccc(C)cc3C)CC2)cc1	6	0	0	6	-6	0.5	2	0	-6
Cc1ccc2c(c1)c1c(n2CC(O)CNC2CCCCC2)CCCC1 (configuration not stated)	4	-8	11	4	100*	3.6	-17	12	-11
Oc1ccccc1OCC(O)c1ccccc1 (configuration not stated)	-2	-1	-3	9	5	0.6	5	2	1
CCC(=O)N1CCc2cc(S(=O)(=O)NC(Cc3ccccc3)C(=O)Nc3nccs3)ccc21 (configuration not stated)	-7	2	-3	14	-9	3.9	-3	-5	-4
Cc1ccc(N(Cc2ccccc2)C(=O)c2cc(S(=O)(=O)N3CCOCC3)ccc2F)cc1	-7	3	1	-8	-3	2.8	6	-25	9
NC(=O)c1ncc(C(F)(F)F)cc1Oc1cccc(C(F)(F)F)c1	6	-14	0	11	14	-3.2	10	4	-12
O=C(N/N=C/c1ccco1)c1ccccc1OCc1ccccc1Cl	31	-16	-1	-7	-4	1.2	2	14	14
CCCCOC(=O)C1=C(C)Nc2nnnn2C1c1ccccc1Cl (configuration not stated)	5	9	-1	-13	13	1.4	5	-5	5
CCN1C(=O)CC(N2CCC(C(=O)N3CCOCC3)CC2)C1=O (configuration not stated)	0	2	-4	11	11	-1.8	0	-12	29
Cc1ccc(CNC(=O)c2ccc(N3CCC4(CC3)CC(c3cccc(Br)c3)=NO4)c(NC(=O)c3cccc(C)c3)c2)cc1	9	-5	-1	29	8	0.1	1	6	-1
CCOC(=O)c1c(-c2ccc(C)cc2)csc1NC(=O)CCN1CCOCC1	5	-3	·	·	·	·	-4	·	17
Cn1c(=O)[nH]c(=O)c2c1nc(Br)n2C/C=N/NC(=O)c1ccccc1	2	4	2	5	22	2.5	-4	-4	9
Cc1ccc2[nH]c3c(N4CCOCC4)ncnc3c2c1	19	1	2	-11	-45	1.6	-5	-1	-21
Cc1cc(NC(=O)c2ccccc2)cc(NC(=O)c2ccccc2)c1C	-6	-5	0	-6	19	1.3	0	6	-6
CCNC(=S)N1CCN(S(=O)(=O)/C=C/c2ccccc2)CC1	43	8	-1	-18	9	2.3	-6	-19	1
O=C(CN1C(=O)/C(=C/c2ccccc2Cl)SC1=S)NC1CCS(=O)(=O)C1 (configuration not stated)	5	-3	-4	-2	10	0.5	-2	-6	-18
O=C(CCNC(=O)c1ccco1)NCCN1C(=O)S/C(=C\c2ccc(F)cc2)C1=O	-2	-7	2	-12	17	1.9	1	3	-4
C/C(Cn1nnc([N+](=O)[O-])n1)=N\NC(=O)c1cccc(Cl)c1	-12	-11	-1	15	29	0.0	-13	14	-7
COc1ccc(N(CC(=O)Nc2cc(Cl)ccc2C)S(=O)(=O)c2c(C)noc2C)cc1	14	16	1	-76	49	3.1	-2	48	13
S=C(NCc1ccccn1)Nc1ccc(Br)cc1Cl	-34	8	1	-65	-107	3.8	1	-58	9
CCCC(=O)Nc1nnc(S(=O)(=O)N(CC(C)C)c2ccccc2)s1	4	-18	0	-16	-18	1.4	-5	-10	7
CCn1cc(C(=O)NCc2ccc3c(c2)OCO3)c(=O)c2cc(F)c(N3CCN(C)CC3)cc21	-6	7	0	6	33	0.1	5	-17	15
COc1cccc(/C=N/n2c(C3CCCCC3)n[nH]c2=S)c1O	-3	3	1	18	21	-0.2	8	9	9
Nn1c(SCC(=O)NC(=O)NC2CCCC2)nnc1-c1ccccc1F	1	1	0	-5	9	2.0	0	1	4
COc1ccc(Cl)cc1NC(=O)CN1CCc2ccccc2C1	13	3	-4	-17	12	-0.1	-16	12	19
CC(Oc1cccnc1[N+](=O)[O-])C(=O)Nc1ccc(Cl)cn1 (configuration not stated)	9	-3	1	6	11	0.0	10	7	6
CCCc1cc(=O)n2[nH]c(CCc3ccccc3)nc2n1	1	2	-1	-14	-15	-0.6	-5	-9	-4
COc1ccc(N(CC(=O)Nc2ccccc2C(=O)NCC(C)C)S(C)(=O)=O)cc1	-2	6	-1	-22	-3	-0.7	-2	-18	4
Clc1ccccc1CONc1ncnc2nonc12	-52	-6	2	-20	-28	1.5	14	-28	7
Cc1csc(NC(=O)CSc2nnc(-c3ccccc3)o2)n1	-75	-9	-1	-87	-58	-0.9	-1	-78	20
O=c1[nH]cnc2c1sc1nc3c(c(-c4ccc(Cl)cc4)c12)CCC3	4	12	-3	-4	34	0.8	3	-2	14
CC(C)CC(=O)Nc1ccc2ccccc2c1	-1	-3	1	-16	-7	2.0	2	-35	2
CCN(C[C@H]1N[C@@](CC)(C(=O)OC)[C@H]2C(=O)N(Cc3ccccc3)C(=O)[C@@H]12)C(=O)Nc1ccc(C(F)(F)F)cc1	9	9	1	7	30	1.8	0	13	2
O=C(NCc1ccco1)C(c1ccccc1)N(Cc1cccnc1)C(=O)Cn1nnc2ccccc21 (configuration not stated)	11	-17	-1	3	18	0.0	6	-13	-11
O=C(NCc1nc2ccccc2[nH]1)C1=C[C@H](c2ccccc2)C[C@H](OCc2ccc(CO)cc2)O1	13	13	1	-6	5	1.4	12	3	20
C/C=C/C(=O)Nc1cccc(C2=NOC3(C2)C[C@H](C(N)=O)N(C(=O)c2ccccc2C(=O)c2ccccc2)C3)c1 (some centres not stated)	·	·	-1	11	6	-0.1	·	-3	·
CCN(CC)S(=O)(=O)c1ccc(NC(=O)CCNC(=O)c2ccco2)cc1	6	-11	0	-2	2	0.7	-9	-3	5
O=C(Nc1nc2ccccc2[nH]1)C1CCC1	-38	-4	3	-26	-24	3.3	-5	-36	1
O=c1c2c3c(sc2nc(NCCO)n1CCc1ccccc1)CCCCC3	4	28	1	-4	41	1.4	10	30	6
CCN(CC)C1Oc2cc3c(cc2C(c2cccc(OC)c2O)C1C)OCO3 (configuration not stated)	-2	17	·	·	·	·	0	·	22
Cc1nc2ccccc2nc1OCc1ccc([N+](=O)[O-])cc1	5	-12	0	7	5	0.6	2	11	6
Cc1cccc(S(=O)(=O)C(C#N)c2nc3ccccc3nc2N2CC(C)OC(C)C2)c1 (configuration not stated)	9	-4	5	-4	36	-0.6	-2	-9	-9
NC(=O)CSc1nc2c(c(=O)n1-c1ccccc1)C1(CCCCC1)Cc1ccccc1-2	-2	8	-2	-1	27	2.8	7	0	9
O=C(NC(=S)NCc1ccccc1)c1cccc(Cl)c1	-21	-14	1	4	13	0.4	4	16	25
Cc1cc(Cl)ccc1OCC(=O)N1CCCCC1	-31	8	2	-59	-19	4.5	1	-24	0
COC(=O)c1ccccc1N(Cc1ccccc1)S(C)(=O)=O	4	2	-2	19	27	-1.4	4	6	7
CC(C)[C@@]1(c2ccc(Cl)cc2)ON(c2ccccc2C(F)(F)F)C1=O	·	·	0	14	75*	2.4	·	0	·
Cc1ccc(S(=O)(=O)N(C)CC(=O)OCC(=O)NCCN2C(=O)CSC2=O)cc1	-2	-8	2	8	7	-1.4	2	-8	3
CCOC(=O)N/N=C\c1ccc([N+](=O)[O-])s1	-7	-7	-2	10	28	0.8	-6	18	-11
CSc1cccc(NS(=O)(=O)c2cccc3nsnc23)c1	9	5	-1	-39	-11	1.2	6	-9	1
c1ccc(N2CCN(c3nnc(Cc4cccnc4)c4ccccc34)CC2)nc1	10	6	-1	10	-9	-1.7	-4	-8	1
Cc1ccc(C)c(N2CCN(C(=O)c3ccc(Cn4c(=O)[nH]c5ccccc5c4=O)cc3)CC2)c1	5	34	6	-4	91*	6.5	7	15	-9

# Overlap with the part before: two compounds, followed by the next part.
structure	Gli-Sufu block	EBI2 block	UPR XBP1 act	697 NFkB inh	Mdm2-MdmX inh	CHOP UPR activ	CXCR6 block	Jurkat NFkB inh	CCR6 antag
c1ccc(N2CCN(c3nnc(Cc4cccnc4)c4ccccc34)CC2)nc1	10	6	-1	10	-9	-1.7	-4	-8	1
Cc1ccc(C)c(N2CCN(C(=O)c3ccc(Cn4c(=O)[nH]c5ccccc5c4=O)cc3)CC2)c1	5	34	6	-4	91*	6.5	7	15	-9
O=C(/C=C\c1cn(-c2ccccc2)nc1-c1cccs1)N1CCOCC1	-8	4	3	-6	4	2.0	1	-14	18
COc1ccc(-c2cc(C(=O)NCc3cn(C)nc3C)c3ccccc3n2)cc1OC	4	-5	-3	9	13	-1.7	2	0	15
COc1ccccc1N1CCN(Cc2cc(Br)c(O)c3ncccc23)CC1	58*	12	7	-111	61*	26	8	47	8
Cc1cccc(N2CCN(S(=O)(=O)c3ccc4c(c3)CC(C)N4C(=O)C3CC3)CC2)c1C (configuration not stated)	18	22	-2	-10	30	-0.7	7	11	10
CC(=O)Nc1nc2ccccc2n1Cc1ccccc1C	-17	0	8	-34	79*	0.8	13	-7	16
COc1ccc(-c2csc(NCCc3nc4cc(Cl)c(Cl)cc4n3CCCO)n2)cc1	16	27	-6	-1	22	3.3	2	-11	14
